Source: PubChem BioAssay
TexasRed fluor: alters Texas Red total fluorescence, flagging assay interference; TRb/SRC2 Texas Red total fluorescence interference; Potency, µM (titrated, usually from 106 µM), for the others: at the top dose fluorescence change, negative = quenching; hit rate 0.29% among 280,000; active = well fitted curve in either direction with a large enough effect; inconclusive = small, poorly fitted or top-dose-only effect; also: potency is read from the fitted curve at half-maximal effect; % is scaled to controls: 0 for no effect and ±100 for the full control effect
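Flags fluorescent or light-absorbing compounds by total fluorescence, S + 2P, at 555 nm excitation and 632 nm emission. Mixture: 20 nM Texas Red SRC2 peptide, 0.6 uM human TRb LBD, 1 uM T3, 5% DMSO; compound exposure 5 h at ambient temperature.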
aGal spleen mod: inhibits or activates alpha-galactosidase in human spleen homogenate | human spleen homogenate, 4MU-alpha-Gal fluorescence, 40 min | Potency, µM (highest dose often 80 µM), inactives show at the top dose activity change, negative = inhibition, most hits filed as inhibitors | P06280 | hit rate 0.008% among 240,000;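 also: potency is read from the fitted curve at half-maximal effect; 0% = enzyme with vehicle and -100% = no enzyme basal signal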
Target sequence (P06280 32-429 limits assumed): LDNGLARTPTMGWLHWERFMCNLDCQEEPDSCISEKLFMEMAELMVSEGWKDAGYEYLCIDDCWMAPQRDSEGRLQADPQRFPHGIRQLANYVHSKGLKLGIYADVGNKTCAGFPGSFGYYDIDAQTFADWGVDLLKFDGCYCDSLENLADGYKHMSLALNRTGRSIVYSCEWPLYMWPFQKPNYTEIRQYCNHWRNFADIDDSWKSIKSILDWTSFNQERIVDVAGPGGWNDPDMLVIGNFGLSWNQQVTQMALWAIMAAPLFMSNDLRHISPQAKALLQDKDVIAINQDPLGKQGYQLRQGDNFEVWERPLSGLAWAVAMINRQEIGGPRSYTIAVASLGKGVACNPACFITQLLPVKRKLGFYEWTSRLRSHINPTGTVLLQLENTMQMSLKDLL
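Spleen homogenate 1 ug + cpd (titration) + 4-MU-alpha-D-galactopyranoside 1 mM; 37C 40 min; 50 mM citrate/phosphate pH 5.0, 0.01% Tween-20; stop pH 10; fluorescence 365/440; AC50 via Hill.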
NPSR antag: antagonists of human neuropeptide S receptor cAMP signaling; Q6W5P4; CHO-NPSR cells, cAMP TR-FRET, antagonist mode; Potency, µM (series often up to 38.3 µM), without a hit: at the top dose activity change, negative = inhibition, actives largely listed as inhibitors; hit rate 1% among 220,000; also: potency is read from the fitted curve at half-maximal effect; % is scaled to controls: 0 for no effect and ±100 for the full control effect; nearly all actives have a fitted effect of over 50% in size; many of its hits are not listed in these tables
Epigenetic reg: epigenetic control regulation, reporter derepression; murine LDR cells, GFP reporter derepression, 30 h; Potency, µM (series often up to 53.9 µM), for inactives: at the highest dose GFP activation, hits mostly activators; hit rate 0.2% among 280,000; AID 1865; also: potency is read from the fitted curve at half-maximal effect; % of control where 0% means no effect; nearly all actives have a fitted effect of over 60% in size
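GFP-positive cell count by laser-scanning cytometry (objects 20–120 um) after 30 h, 37 C compound exposure of murine LDR cells; reporter is CMV-GFP integrated at a silenced locus, inducible by HDAC or DNMT inhibitors.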
Tau fibril FP: blocks human tau fibril formation measured by polarization | P10636 | K18 P301L tau heparin fibrillization, Alexa594 FP, 6 h | Potency, µM (top dose mostly 57.7 µM), without a hit: top-dose activity, negative = inhibition, most hits filed as inhibitors | hit rate 0.39% among 280,000 | AID 1468; also: potency is read from the fitted curve at half-maximal effect; % is scaled to controls: 0 for no effect and ±100 for the full control effect; nearly all actives have a fitted effect of over 55% in size
Target sequence (P10636 561-689 P618L limits assumed): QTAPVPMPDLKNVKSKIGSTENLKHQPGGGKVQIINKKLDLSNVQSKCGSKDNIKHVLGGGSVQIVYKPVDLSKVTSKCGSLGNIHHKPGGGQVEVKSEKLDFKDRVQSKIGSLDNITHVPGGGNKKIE
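Steps: dispense K18 P301L tau (15 uM plus 0.24 uM Alexa 594 tracer, final) in pH 7 sodium acetate; add compound; add heparin (20 uM final); incubate 6 hr, 37 C; add ThT (30 uM final); after 1 hr ambient, read FP.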
CBFb RUNX1 block: blocks binding between human CBF-beta and RUNX1; Potency, µM (top dose mostly 59.8 µM), for the others: at the top dose activity, negative = inhibition, most hits filed as inhibitors; 230,000 tested, under 10 active; Q01196+Q13951; AID 1477; AlphaScreen CBFb-His/RUNX1-biotin binding, biochemical; also: % of control where 0% means no effect
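Proteins preincubated together for 20 min at RT before compound addition; 15 min later, nickel and streptavidin beads were added and left 90 min prior to AlphaScreen measurement.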
TRb-SRC2 inh: disrupts binding of human TR beta to SRC2; TRbeta-SRC2 peptide binding, fluorescence polarization; receptor liganded with 1 µM T3; Potency, µM (series often up to 106 µM), for inactives: top-dose activity change, negative = inhibition, most hits filed as inhibitors; hit rate 0.065% among 280,000; AID 1469;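 also: potency is read from the fitted curve at half-maximal effect; plate controls were bound peptide for no effect and peptide without receptor for full effect; nearly all actives have a fitted effect of over 50% in size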
Target sequence (P10828 whole entry, looked up): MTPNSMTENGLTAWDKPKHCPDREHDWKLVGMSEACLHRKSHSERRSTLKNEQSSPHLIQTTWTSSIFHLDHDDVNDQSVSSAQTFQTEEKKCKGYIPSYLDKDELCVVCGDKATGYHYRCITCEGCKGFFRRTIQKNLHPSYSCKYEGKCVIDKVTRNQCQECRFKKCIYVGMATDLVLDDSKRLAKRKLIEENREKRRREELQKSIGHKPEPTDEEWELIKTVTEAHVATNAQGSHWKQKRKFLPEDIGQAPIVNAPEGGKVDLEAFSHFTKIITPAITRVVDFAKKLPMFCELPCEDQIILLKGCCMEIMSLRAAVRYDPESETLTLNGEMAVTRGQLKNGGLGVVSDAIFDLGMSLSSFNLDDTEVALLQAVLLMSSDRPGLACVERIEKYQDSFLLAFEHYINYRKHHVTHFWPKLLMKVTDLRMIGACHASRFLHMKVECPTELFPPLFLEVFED
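Human TRb ligand-binding domain (0.6 uM) is mixed with 20 nM Texas Red SRC2 peptide and 1 uM T3; after compound addition and 5 hr at ambient temperature, polarization is measured and normalized to unbound and bound controls.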
Tau fluor counter: counter-screen for tau fibril formation inhibitors; tau K18 P301L (four-repeat tau fragment) Alexa594 fluorescence, heparin fibrillization; Potency, µM (top dose mostly 57.7 µM), without a hit: at the highest dose activity change, negative = decrease; hit rate 0.93% among 280,000; also: potency is read from the fitted curve at half-maximal effect; % is scaled to controls: 0 for no effect and ±100 for the full control effect; nearly all actives have a fitted effect of over 55% in size
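Human K18 P301L tau (15 uM unlabeled plus 0.24 uM Alexa 594-labeled, final) in 100 mM sodium acetate pH 7 was mixed with compound and 20 uM heparin and incubated 6 hr at 37 C.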
Starred values were filed as active, the others as inactive; ? = inconclusive; nt = no result given; [ ] = dose if it differs, or a comment. Unless noted, calls follow the shape of the dose curve; as a rule, active = well fitted curve in the direction sought with a large enough effect; inconclusive = small, poorly fitted or top-dose-only effect, or another doubt; inactive = no such curve, though single readings can be large; an effect the other way counts as inactive or inconclusive.

cpd	SMILES	TexasRed fluor	aGal spleen mod	NPSR antag	Epigenetic reg	Tau fibril FP	CBFb RUNX1 block	TRb-SRC2 inh	Tau fluor counter
1	CCNS(=O)(=O)c1ccc(NC(=O)c2ccc(Cn3cc(Br)cn3)o2)cc1	-2%	1%	-7%	3.9%	2%	1%	0%	-7%
2	CCCC(C)NC(=O)c1ccc(-c2ccccc2)cc1 (stereo not given)	-6%	-13%	-10%	5.3%	6%	-3%	4%	8%
3	O=C(Nc1ccc(NC(=O)c2ccccc2O)cc1)Nc1ccc(F)cc1F	-1%	-1%	7%	0.0%	5%	10%	1%	-20%
4	COc1ccccc1C(=O)Nc1cccc(SC)c1	-1%	0%	-3%[46.1 µM]	1.2%	-9%	17%	11%	-15%
5	CC(=O)c1ccc(-c2ccc(/C=C(/Sc3n[nH]c(C)n3)C(=O)O)o2)cc1	-11%	-2%	46%	-1.3%	-5%	2%	-7%	?
6	O=CN1Cc2[nH]c3ccccc3c2N(c2ccc(Cl)cc2)C1=O	1%	0%	-2%[46.1 µM]	-4.9%	-4%	-5%	3%	-7%
7	Cc1cccc(NC(=O)c2ccc(C3SCC(=O)N3CCc3ccccc3)cc2)c1C (stereo not given)	-11%	20%	?	-0.7%	12%	?	-2%	-5%
8	CC(=O)Nc1c(NC(=O)CC#N)[nH]c2c(c1=O)c(=O)n(C)c(=O)n2C	2%	3%	-30%	-1.0%	3%	6%	12%	-3%
9	Cc1ccc(-n2ncc(C(=O)NCCCN3CCN(c4cccc(Cl)c4)CC3)c2-n2cccc2)cc1	0%	nt	nt	3.9%	17%	nt	0%	-22%
10	O=C1N/C(=C/c2cccs2)C(=O)N1Cc1ccc(F)cc1	0%	7%	7%	-0.9%	-2%	3%	2%	4%
11	CC(=O)N1c2ccccc2C2(O)N=C(C)SC12 (stereo not given)	1%	3%	0%	-3.5%	0%	4%	2%	1%
12	COc1ccc(-c2nnc(NC(=O)c3ccc(S(=O)(=O)N4COCC4(C)C)cc3)o2)cc1	2%	10%	-4%[46.1 µM]	-1.8%	-5%	-21%	-3%	-21%
13	O=C(NC(=S)NCCN1CCOCC1)c1cccc(Cl)c1	-1%	5%	-2%[46.1 µM]	-0.9%	3%	5%	-1%	-7%
14	Cn1c(Cl)nc2ccccc21	2%	-6%	-1%[46.1 µM]	-1.1%	-4%	2%	3%	-6%
15	Cn1cccc1/C=C(\C#N)c1ccccc1	0%	-3%	-26%	-1.1%	-8%	-26%	1%	-26%
16	CN(C)C=Nc1nonc1-c1ccc(Cl)cc1	0%	-7%	5%	4.7%	?	26%	3%	-19%
17	Cn1c2ccccc2c2cnn(CC(=O)NCc3ccc(Cl)cc3)c(=O)c21	0%	nt	nt	-1.3%	?	nt	7%	3%
18	CC(=O)O[C@H]1C[C@H]2CC[C@@H]3[C@H]4C[C@@H]([N+]5(C)CCCCC5)[C@@H](OC(C)=O)[C@]4(C)CC[C@@H]3[C@@]2(C)C[C@@H]1[N+]1(C)CCCCC1	-1%	4%	nt	1.0%	-2%	2%[21.7 µM]	4%	-9%
19	Cc1ccc(O)c(Sc2cc(C)ccc2O)c1	-2%	0%	-2%[46.1 µM]	-2.1%	11%	8%	-1%	?
20	CCn1cc(/C=C(\NC(=O)c2ccc(OC)cc2)C(=O)NCCCn2ccnc2)c2ccccc21	-4%	nt	nt	-2.3%	8%	nt	-5%	-2%
21	CC(=O)Nc1ccc(C(=O)CSc2nnc(C)o2)cc1	0%	6%	13%[7.67 µM]	2.5%	-3%	4%	1%	-8%
22	Cc1ccc(NC(=O)C(C)N=C2NS(=O)(=O)c3ccccc32)cc1F (stereo not given)	-1%	-6%	10%	0.0%	-1%	5%	-5%	-18%
23	CCC1CN(C(=O)N2CCC(C(=O)NCCc3ccccc3Cl)CC2)c2cc(C)ccc2O1 (stereo not given)	1%	nt	nt	1.4%	?	nt	-7%	?
24	Cc1c(Cl)cccc1NC(=O)c1cc(C2CC2)on1	0%	-10%	-9%[46.1 µM]	0.7%	-10%	7%	3%	-14%
25	CC(C)c1ccc(OCC(=O)Nc2c(C(=O)c3ccc(F)cc3)oc3ccccc23)cc1	-28%	nt	nt	-1.0%	-12%	nt	-2%	-11%
26	Cc1cccc(C)c1N1CCN(c2n[nH]c(N)n2)CC1	-3%	-3%	4%	-0.2%	-4%	1%	-5%	-6%
27	CCOC(=O)C1CCN(c2c(NCCCN(CC)Cc3ccccc3)c(=O)c2=O)CC1	2%	4%	-9%[46.1 µM]	-0.2%	0%	6%	-1%	-8%
28	CCOC(=O)C1=C(C)NC(=O)NC1c1ccc(OC)c(Cl)c1 (stereo not given)	-1%	-8%	-1%[46.1 µM]	0.5%	-4%	0%	-9%	-3%
29	Cc1cc(=O)oc2cc(OCC(O)CN3CCN(c4ccccc4)CC3)ccc12 (stereo not given)	-8%	-8%	-12%[46.1 µM]	-2.1%	3%	-1%	0%	-3%
30	O=C(NCc1cccs1)c1cc(C2CC2)on1	0%	-3%	4%[46.1 µM]	-0.8%	-4%	11%	-6%	-2%
31	COc1cc(OC)c2c(-c3cccc(-c4cccc(C)c4)c3)cc(=O)oc2c1	-1%	5%[119 µM]	nt	-0.1%	-12%[81.3 µM]	-9%[89.1 µM]	10%	-12%[81.3 µM]
32	COc1ccc(NC(=O)Nc2ccc(Cc3ccncc3)cc2)c(OC)c1	-4%	0%	-12%	-2.2%	?	-11%	-11%	25µM*[quencher]
33	O=C(Nc1cc(F)ccc1F)C1CCN(c2nc3ccccc3n3cccc23)CC1	9%	nt	nt	9.3%	7%	nt	-1%	-21%
34	Nc1nnc(CC(=O)N/N=C/c2ccc(-c3cccc(C(=O)O)c3)o2)s1	0%	5%	-17%	-2.4%	-1%	2%	1%	6%
35	COc1ccc2[nH]c(=O)c(CN(CCc3cccc(C)c3)C(C)=O)cc2c1	-2%	6%	0%[46.1 µM]	0.0%	-1%	2%	0%	-6%
36	COc1ccc(Cl)cc1NC(=O)Cn1c(=O)n(Cc2nc(C)no2)c(=O)c2ccccc21	0%	nt	nt	2.2%	-6%	nt	-7%	-6%
37	Cc1ccc(F)c([C@H]2[C@H]3C=CC[C@@H](C)[C@@H]3C(=O)N2Cc2ccccc2)c1	-2%	5%	?	-1.2%	6%	?	1%	3%
38	COC(=O)c1ccc(COC(=O)Cc2n[nH]c(=O)c3ccccc23)cc1	-1%	5%	-21%	1.5%	5%	5%	0%	-5%
39	CCCNc1nc2c(c(=O)n(C)c(=O)n2C)n1CC(O)COc1ccccc1 (stereo not given)	0%	nt	nt	-1.0%	0%	nt	3%	-20%
40	Cc1c(OCc2ccc([N+](=O)[O-])cc2)ccc2c3c(c(=O)oc12)CCC3	-2%	-2%	5%	1.0%	-3%	-3%	-4%	-2%
41	COc1ccc(C2C(C(=O)Nc3cccnc3)=C(C)Nc3nc(SCc4ccccc4)nn32)cc1 (stereo not given)	-2%	nt	nt	3.4%	?	nt	-3%	-13%
42	COC(=O)CNC(=O)C1(CC(C)C)C=CCN1C(C)=O (stereo not given)	-1%	4%	nt	-0.1%	-10%	9%	9%	-7%
43	CCOc1ccc(C)cc1S(=O)(=O)NC1CCCCC1	0%	6%	-12%[46.1 µM]	0.0%	1%	5%	4%	2%
44	CC(C)OC(=S)N/C(=N\S(=O)(=O)c1ccccc1)c1ccccc1	-3%	-1%	-3%[46.1 µM]	-8.4%	0%	7%	-6%	2%
45	CC(C)CCNC(=O)/C=C/c1ccc(Br)cc1	-1%	6%	-4%	-1.3%	-3%	-7%	-1%	-9%
46	Nc1c(C(=O)Nc2ccccc2)sc2nc(-c3ccco3)ccc12	-3%	5%	20%[46.1 µM]	0.1%	13%	15%	14%	?
47	CC(C)C[C@@H](CC(=O)N[C@@H](CCCN)CC(=O)N[C@@H]1CCNC[C@H]1C(=O)N[C@H](CC(=O)N[C@@H](CCC(=O)O)CC(=O)O)Cc1ccccc1)NC(=O)[C@@H]1CCCC[C@H]1N	-1%	-1%	nt	-1.1%	2%	3%	-1%	1%
48	CCn1c(=O)n(CC2CCC(C(=O)NC(C)C)CC2)c(=O)c2sccc21 (stereo not given)	1%	nt	nt	4.0%	-6%	nt	2%	-2%
49	CCN1CCN(S(=O)(=O)c2cccc(S(=O)(=O)N3CCOCC3)c2)CC1	2%	-1%	-30%	5.3%	2%	11%	6%	6%
50	CCCCNC(=S)Nc1ccc(Oc2ccccc2)cc1	0%	1%	?	-0.3%	6%	-1%	-4%	?
51	O=C1c2ccccc2C(Nc2ccc(S(=O)(=O)N3CCOCC3)cc2)N1c1cccnc1 (stereo not given)	0%	-6%	-7%[46.1 µM]	-3.1%	-6%	-1%	7%	-13%
52	COc1ccc(OCCC(=O)OCC(=O)NC(=O)NC(C)(C)C)cc1	-2%	-8%	3%[46.1 µM]	-0.7%	2%	-1%	-3%	-11%
53	CC(C)CC(NC(N)=O)C(=O)OCC(=O)Nc1ccc(SC(F)F)cc1 (stereo not given)	0%	2%	23%	1.5%	-11%	11%	-3%	-20%
54	CCCOc1ccc(-c2cn3ccccc3n2)cc1[N+](=O)[O-]	-4%	7%	-7%	-1.0%	-1%	-24%	5%	-9%
55	CCCSc1nc2c(cnn2-c2ccc(C)c(C)c2)c(=O)[nH]1	-2%	1%	-5%[46.1 µM]	-2.7%	-3%	3%	-10%	-5%
56	COc1ccc(OC)c2[nH]c(=O)c(CCNC(=O)COc3ccccc3)cc12	-2%	-2%	-7%[46.1 µM]	-1.9%	8%	-2%	4%	-2%
57	COc1ccccc1OC(C)C(=O)Nc1cccc(-c2nc3ccccc3s2)c1 (stereo not given)	-1%	nt	nt	1.6%	?	nt	-7%	?

Excerpt, nos. 31–32
cpd	SMILES	TexasRed fluor	aGal spleen mod	NPSR antag	Epigenetic reg	Tau fibril FP	CBFb RUNX1 block	TRb-SRC2 inh	Tau fluor counter
31	COc1cc(OC)c2c(-c3cccc(-c4cccc(C)c4)c3)cc(=O)oc2c1	-1%	5%[119 µM]	nt	-0.1%	-12%[81.3 µM]	-9%[89.1 µM]	10%	-12%[81.3 µM]
32	COc1ccc(NC(=O)Nc2ccc(Cc3ccncc3)cc2)c(OC)c1	-4%	0%	-12%	-2.2%	?	-11%	-11%	25µM*[quencher]

The list is partial, so the mix of outcomes need not match the whole.
